PLC-gamma1 inh: PLC-gamma1 (human) inhibition, primary screen. purified PLC-gamma1, fluorogenic substrate, fluorescence. inhibition, % at 12.2 µM. hit rate 0.84% among 370,000; in the data active = inhibition above about 9.5%
DDE Tn6 FP inh: disrupts Tn6 cyclic peptide binding to fibrin D-Dimer-E complex. hit rate 0.21% among 370,000. Fibrin DD(E) TRITC-Tn6 fluorescence polarization displacement. P02675. inhibition, % at 8.3 µM. AID 720509;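 active = inhibition above a per-campaign cutoff: mean of compounds within control limits plus 3 SD, cut at about 15% in these data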;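 also: 0% = median of all compound wells on the plate and 100% = blocking peptide control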
Target sequence (P02675 whole entry, looked up): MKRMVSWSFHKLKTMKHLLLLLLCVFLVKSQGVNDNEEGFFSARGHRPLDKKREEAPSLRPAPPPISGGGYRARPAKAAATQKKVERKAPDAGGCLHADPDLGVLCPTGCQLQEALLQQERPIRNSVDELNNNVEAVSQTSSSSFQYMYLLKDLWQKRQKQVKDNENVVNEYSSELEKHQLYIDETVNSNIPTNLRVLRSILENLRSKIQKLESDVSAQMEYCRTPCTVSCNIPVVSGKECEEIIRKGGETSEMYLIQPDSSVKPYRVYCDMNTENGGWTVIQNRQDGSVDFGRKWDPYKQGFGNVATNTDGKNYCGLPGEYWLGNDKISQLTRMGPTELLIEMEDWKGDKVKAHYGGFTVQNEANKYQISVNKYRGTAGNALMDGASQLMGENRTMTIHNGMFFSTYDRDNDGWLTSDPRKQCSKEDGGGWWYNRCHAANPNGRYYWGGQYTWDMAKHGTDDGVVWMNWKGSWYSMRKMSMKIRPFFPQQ
ADAM10 inh: inhibits human ADAM10; O14672; recombinant ADAM10, EDANS/DABCYL FRET peptide cleavage, 3 h; inhibition, % at 7 µM; hit rate 0.62% among 370,000;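 active = inhibition above a per-campaign cutoff equal to the mean of compounds falling between control-based bounds plus 3 SD, cut at about 20% in these data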;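 also: 0% = DMSO wells while the 100% control is not disclosed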
ADAM17 inh: inhibits human ADAM17 | P78536 | recombinant ADAM17, EDANS/DABCYL FRET peptide cleavage | inhibition, % at 6.95 µM | hit rate 0.83% among 370,000 | AID 720648;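 active = inhibition above the mean of compounds lying between control limits plus 3 SD, set per campaign, cut at about 8.5% in these data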;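 also: 0% = DMSO-only wells as the low control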
proKLK7 act: proKLK7 (human) activation, primary screen | P49862 | purified proKLK7, EDANS-DABCYL substrate fluorescence; 100% is mature enzyme control, 0% vehicle | activation, % at 7 µM | hit rate 0.9% among 370,000;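 active = activation above the mean of all tested compounds plus 3 SD, computed per campaign excluding outliers beyond control limits, cut at about 13% in these data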
Target sequence (P49862 whole entry, looked up): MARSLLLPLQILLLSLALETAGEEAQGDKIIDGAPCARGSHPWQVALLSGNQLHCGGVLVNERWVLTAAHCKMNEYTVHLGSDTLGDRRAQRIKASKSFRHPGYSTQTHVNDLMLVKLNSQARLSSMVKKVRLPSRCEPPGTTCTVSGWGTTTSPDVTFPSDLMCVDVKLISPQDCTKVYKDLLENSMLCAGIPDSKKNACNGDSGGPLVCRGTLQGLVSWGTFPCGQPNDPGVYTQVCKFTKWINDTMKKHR
TDP2 inh: blocks human TDP2 phosphodiesterase activity. inhibition, % at 12.8 µM. recombinant TDP2, T5PNP hydrolysis, p-nitrophenol absorbance 415 nm. O95551. hit rate 0.34% among 370,000;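 active = inhibition above the mean of all tested compounds plus 3 SD, set per campaign, cut at about 25% in these data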;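 also: 0% = DMSO with enzyme and 100% = buffer with substrate but no TDP2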
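Read-out basis: percent inhibition. System: recombinant human TDP2. Buffer or medium: Mg2+-containing Tris-HCl buffer, pH 7.5. Repeats: single replicate. Timing: reaction 2 h, 37 °C. Benchmarks: high control without enzyme, low control DMSO plus TDP2. Probe or stimulus: 5 mM T5PNP. Doses: 12.8 µM only. Measured by: epi absorbance of p-nitrophenol freed from T5PNP by hydrolysis.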
DDE Tn7 FP inh: DD(E)-Tn7 binding inhibition, primary FP screen; FP displacement of FITC-Tn7 peptide from fibrin DD(E); 0% = median of compound wells per plate; inhibition, % at 8.3 µM; hit rate 0.13% among 370,000; AID 720508;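 active = inhibition above the mean of compounds falling within the control limits plus 3 SD of them, cut at about 14% in these data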;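 also: 0% = plate median of compound wells and 100% = 10 µM Aha-Tn7 peptide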
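Test system: human clot-derived fibrin DD(E) complex / Quantity: 2 µM final DD(E) protein / Incubation: 10 min plus 3 h, room temperature / Measured by: fluorescence polarization / Benchmarks: high control of 10 µM Aha-Tn7 peptide / Replicates: singlicate testing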
ARFGAP1 inhibitor: rat ARFGAP1 inhibition; hit rate 0.26% among 360,000; Q62848; Arfgap1-stimulated ARF1 GTP hydrolysis, GDP FP detection; inhibition, % at 16.5 µM;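 active = inhibition above a per-plate limit, mean inhibition of low control wells plus 3 SD, cut at about 25% in these data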;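 also: 0% = DMSO wells with enzyme and 100% = wells lacking Arfgap1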
Target sequence (Q62848 1-136 limits assumed): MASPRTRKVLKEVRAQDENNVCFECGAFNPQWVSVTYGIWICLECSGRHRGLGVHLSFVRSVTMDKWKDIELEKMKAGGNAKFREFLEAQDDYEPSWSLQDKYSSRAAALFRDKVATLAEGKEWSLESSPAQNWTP
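System: truncated rat Arfgap1 GAP domain / Medium: HEPES-based buffer, pH 7.5 / Also added: N-terminally truncated human ARF1-GTP substrate / Incubation: enzyme reaction 120 min at 25 °C after 20 min preincubation / Measured by: FP of antibody-bound GDP Alexa 633 tracer, ex 620/em 688 nm / Replicates: singlicate, each compound tested once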
ASAP1 GAP inh: ASAP1 ArfGAP inhibition | Q9ULH1 | ASAP1-stimulated ARF1 GTP hydrolysis, GDP FP detection | inhibition, % at 16.5 µM | hit rate 0.19% among 360,000 | AID 624377; in the data active = inhibition above about 25%;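 also: 0% = vehicle with enzyme and substrate and 100% = no enzyme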
LEDGF integ inh: blocks HIV-1 LEDGF/p75-dependent DNA integration; hit rate 0.64% among 370,000; TR-FRET IN-LEDGF/p75 DNA integration, Eu/Cy5; inhibition, % at 3.7 µM;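 active = inhibition above the screen-wide mean plus 3 SD, cut at about 13% in these data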;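 also: signal is the Cy5 over europium emission ratio at 671 and 618 nm; 0% = plate median of compound wells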
The depositor's hits bear a star; i = inactive; . = not tested or not shown.

PLC-gamma1 inh | DDE Tn6 FP inh | ADAM10 inh | ADAM17 inh | proKLK7 act | TDP2 inh | DDE Tn7 FP inh | ARFGAP1 inhibitor | ASAP1 GAP inh | LEDGF integ inh | Compound
-3.0 | 7.0 | -9.4 | -0.3 | 1.4 | -2.3 | -3.6 | 3.3 | 3.0 | -3.7 | COc1ccccc1C(=O)Nc1ccc(N2CCN(S(C)(=O)=O)CC2)cc1
-1.7 | 4.9 | 7.4 | 1.9 | -0.2 | -1.6 | -0.6 | -21.4 | -21.7 | 1.1 | Cc1ccc(S(=O)(=O)N2[C@@H](c3ccc(Br)cc3)C(C(=O)O)=CC[C@H]2c2ccc(Cl)c(Cl)c2)cc1
-4.8 | 6.5 | -4.2 | -0.9 | -0.5 | -5.3 | 3.9 | -5.6 | -0.1 | -8.9 | Cc1ccc(C(=O)N/C(=C\c2ccccc2)C(=O)NCCN2CCOCC2)cc1
-1.6 | -0.2 | -7.1 | -2.6 | -0.8 | 2.2 | 3.9 | . | . | -1.3 | O=C(c1cccc(C(F)(F)F)c1)N1CC[C@H]2[C@H](CCCN2Cc2ccccc2)C1
3.2 | 4.1 | -3.1 | -2.3 | -0.2 | 3.6 | 3.1 | -2.8 | 1.5 | 1.6 | COC(=O)Cc1c(O)ccn(CCc2c[nH]c3ccccc23)c1=O
-4.1 | 1.2 | 5.3 | 1.5 | -0.1 | -3.0 | 12.3 | 13.1 | -14.7 | -0.8 | CC(C)C[C@H]1COc2cc(N3CCOCC3)ccc2S(=O)(=O)N1
3.0 | -4.3 | 7.1 | 0.8 | -0.1 | 8.0 | 4.6 | -1.1 | 1.4 | 1.1 | CC1CCN(S(=O)(=O)c2cccc(C(=O)Oc3ccc([N+](=O)[O-])cc3)c2)CC1
3.2 | -3.5 | -0.8 | -1.3 | 1.2 | 2.9 | -4.5 | 12.3 | 9.3 | 2.1 | Cc1ccc(C2C(C#N)=C(N)Oc3c2c(=O)n(C)c(=O)n3C)cc1 (stereo not drawn)
-6.4 | 4.4 | -23.9 | -8.3 | 0.8 | 2.9 | 4.2 | 0.3 | 12.0 | 0.9 | Cc1ccc2c(c1)cc(C(=O)N[C@@H](Cc1ccccc1)C(=O)O)n2C
-1.2 | 6.8 | -2.5 | -3.5 | 0.0 | -9.4 | 2.6 | 3.2 | -0.8 | -3.5 | COc1ccc(S(N)(=O)=O)cc1C(=O)NCC(C)(C)N1CCCCC1
0.6 | 0.1 | 5.0 | -4.5 | -0.6 | 6.3 | 5.1 | 9.3 | 3.4 | -5.1 | COc1ccc(Cc2nnc(NS(=O)(=O)c3ccc([N+](=O)[O-])cc3)s2)cc1
-1.8 | 1.2 | -2.2 | 0.6 | -0.4 | -2.3 | 2.5 | -1.0 | -7.4 | -2.5 | N#C/C(=C\c1c[nH]c2ccccc12)C(N)=O
-0.6 | 3.5 | -1.0 | 0.6 | -0.1 | -4.4 | 4.6 | -5.8 | -6.3 | -1.4 | O=[N+]([O-])c1cccc(-c2nnc3ccc4ccccc4n23)c1
-0.6 | -1.8 | 4.2 | 1.0 | 0.1 | -7.5 | 5.8 | -13.2 | 3.9 | 2.5 | COc1ccccc1CN(C)CC(=O)Nc1cccc(S(=O)(=O)N2CCCCC2)c1
1.9 | -2.3 | 3.3 | -2.5 | 0.1 | 2.0 | 7.3 | 12.3 | 5.1 | 2.2 | CCCC(=O)Nc1ccc(S(=O)(=O)Nc2cc(C)nc(C)n2)cc1
-1.5 | -2.4 | -5.7 | 0.0 | 0.0 | 0.3 | 3.8 | -6.2 | -0.2 | -1.9 | COc1ccc(CNC(=O)c2ccc(Cl)c(S(=O)(=O)N3CCCCCC3)c2)cc1
-2.8 | 3.7 | 1.9 | 0.5 | 0.3 | -6.9 | -3.1 | 1.4 | 1.5 | -1.7 | CCOc1ccc(NC(=O)c2cccc3c2C(=O)N(Cc2cccnc2)C3)cc1
-19.0 | 0.6 | -14.2 | -10.4 | 0.1 | 4.2 | 5.2 | -4.6 | -18.3 | 0.9 | CCc1ccc(N(C(=O)c2snc(C(N)=O)c2N)C(C(=O)NC2CCCC2)c2ccco2)cc1 (stereo not drawn)
2.8 | 3.8 | 5.1 | 2.1 | -0.6 | -12.0 | 0.2 | -7.0 | 13.8 | 2.2 | Cc1ccc(SCC(=O)Nc2cc(S(=O)(=O)N3CCCCC3)ccc2C)cc1
-0.9 | 6.2 | 3.4 | -0.6 | -0.1 | 5.0 | 6.0 | -10.9 | -4.9 | 2.2 | O=C(CSc1nnc(-c2ccc(O)cc2)n1Cc1ccco1)c1cccs1
-0.8 | 9.7 | 6.4 | 3.8 | -0.1 | 0.7 | -0.2 | -8.2 | -2.5 | 4.7 | Cc1ccccc1OCC(=O)Nc1ccc([N+](=O)[O-])cc1
-2.6 | -0.7 | -7.4 | -5.4 | . | -6.2 | 3.9 | . | . | 0.1 | O=C(Nc1cccc(F)c1)O[C@@H]1CC[C@@]23CCCN2C(=O)CCC[C@H]3C1
-34.7 | 4.5 | -52.9 | -19.6 | -1.6 | 11.2 | 4.7 | 4.8 | 14.4 | 0.6 | CCCCN1Cc2cc(C(=O)c3cc(F)ccc3O)cnc2NC1=O
1.4 | -4.2 | -3.0 | 4.5 | 0.2 | 5.9 | 5.3 | 0.3 | 0.0 | -0.8 | COc1ccc2c(c1OC)C(=O)N1c3ccccc3N=C(c3ccc([N+](=O)[O-])cc3)CC21 (stereo not drawn)
1.4 | 0.6 | 0.3 | -2.1 | 0.3 | 7.2 | -5.9 | 3.0 | -6.0 | 2.2 | CCN1CCN(C(c2cccs2)C(C)NC(=O)CC(C)C)CC1 (stereo not drawn)
-21.3 | -3.6 | -4.1 | -4.3 | -1.0 | 0.5 | 6.7 | -2.1 | 4.1 | 2.8 | O=C(NCCCn1ccnc1)c1nn2c(C(F)(F)F)cc(-c3ccccc3)nc2c1Cl
1.4 | 0.3 | -7.2 | -5.2 | 0.1 | -2.3 | 6.2 | -11.4 | 9.6 | -1.4 | Cc1cc(C(=O)OCC(=O)N2CCCCCC2)ccc1[N+](=O)[O-]
-343.8 | -5.6 | i | -269.5 | 4.5 | -10.2 | -2.6 | 11.1 | -4.4 | 6.4 | O=C(Nc1ccc2nccnc2c1)c1ccco1
3.9 | -5.5 | -0.4 | 5.4 | -0.5 | -6.8 | 0.3 | -5.6 | -0.9 | 5.4 | Cn1cnc2nc(Cl)nc(Cl)c21
-19.3 | 3.4 | -3.9 | -2.2 | 0.2 | 7.0 | 6.3 | -3.8 | 7.6 | -1.2 | CCOc1ccc(-n2c(N)c(-c3nc4ccccc4n3C)c3nc4ccccc4nc32)cc1
-1.9 | 2.5 | 2.5 | 0.5 | -0.2 | 10.4 | 4.7 | 1.2 | -7.1 | -0.6 | O=C1c2ccccc2C(=O)C12Cc1ccccc1N1CCN(c3ccccc3)CC12 (stereo not drawn)
-3.7 | 0.5 | -7.4 | -1.8 | 0.5 | -4.4 | -3.2 | 1.9 | 2.9 | 1.5 | CCCc1ccc(C(=O)CCC(=O)O)cc1
-28.6 | -0.9 | -4.9 | 0.6 | 0.3 | -3.0 | 10.3 | 5.5 | 13.4 | -0.7 | COc1ccc(C2=NS(=O)(=O)N(C)C(C(=O)NC(C)c3ccccc3)=C2)cc1OC (stereo not drawn)
0.6 | -2.6 | 7.6 | -0.7 | 0.4 | -1.1 | -8.4 | 5.8 | -3.6 | -1.6 | CCCCn1c(=O)n(CC(=O)Nc2ccc(C)c(Cl)c2)c(=O)c2c1ncn2Cc1ccco1
-42.0 | 3.9 | -20.6 | -2.4 | -0.2 | -9.9 | -8.7 | 5.4 | 3.5 | 1.9 | Cn1c(C=O)c(C#CC(C)(C)O)c2ccccc21
-353.7 | 4.8 | i | -209.3 | 8.6 | -2.3 | 0.2 | -6.9 | 3.3 | 0.2 | CCOC(=O)C1CCCN(C(=O)c2cc3c(=O)n4ccccc4nc3s2)C1 (stereo not drawn)
3.7 | -1.4 | -5.0 | -4.7 | 0.1 | -3.9 | -2.1 | 7.5 | -3.6 | 0.5 | Cc1cc(=O)oc(C)c1C(=O)N[C@@H]1CCCCNC1=O
1.3 | 5.9 | 0.3 | 0.9 | 0.1 | 3.9 | 7.9 | 2.6 | 4.3 | 0.4 | COc1ccc(-n2c(SC(C)C(=O)Nc3ccc(NC(C)=O)cc3)nc3ccccc3c2=O)cc1OC (stereo not drawn)
0.7 | 1.4 | -8.9 | -5.4 | 0.0 | -4.1 | -1.0 | 6.8 | 16.6 | -0.5 | CC(=O)Nc1c(F)cc(Br)cc1F
-0.5 | 1.1 | -1.3 | 1.3 | -0.1 | 0.3 | 1.9 | -6.3 | 5.8 | -2.8 | Cc1ccc(OCC(=O)N2N=C(c3cccnc3)CC2(O)C(F)(F)F)cc1C (stereo not drawn)
-0.8 | 3.3 | -3.1 | -3.2 | 0.1 | 2.1 | -3.6 | 3.6 | 3.5 | 3.1 | CCc1ccc(Nc2cnn(C34CC5CC(CC(CC(=O)O)(C5)C3)C4)c(=O)c2Cl)cc1
0.1 | 2.0 | -11.4 | 2.0 | -0.1 | -17.6 | 3.4 | 17.4 | 5.5 | -3.6 | CCN(CCO)c1nc(NCc2ccccc2)c2cnn(C)c2n1
5.3 | 4.8 | 5.4 | 0.8 | 0.2 | -1.9 | -5.7 | 5.2 | 7.9 | 2.1 | CC(C)(C)[C@H]1COC(=O)CC/C=C\C[C@@H](CC(=O)N(CCO)Cc2ccccc2)C(=O)N1
2.6 | 0.7 | -2.1 | -5.6 | -0.1 | 2.8 | -9.1 | -4.4 | 6.1 | -3.5 | Cc1ccc(C)c(C(=O)CCC(=O)NNC(=O)Cn2nc(C)cc2C)c1
-2.1 | -0.5 | -4.2 | 0.1 | 0.5 | -0.6 | -7.8 | -3.1 | 0.0 | 0.4 | O=C(O)CC/C(=N\NC(=O)c1ccc(F)cc1)c1ccc(Br)cc1

A stretch taken from the entries so far, as a working copy:
PLC-gamma1 inh | DDE Tn6 FP inh | ADAM10 inh | ADAM17 inh | proKLK7 act | TDP2 inh | DDE Tn7 FP inh | ARFGAP1 inhibitor | ASAP1 GAP inh | LEDGF integ inh | Compound
2.6 | 0.7 | -2.1 | -5.6 | -0.1 | 2.8 | -9.1 | -4.4 | 6.1 | -3.5 | Cc1ccc(C)c(C(=O)CCC(=O)NNC(=O)Cn2nc(C)cc2C)c1
-2.1 | -0.5 | -4.2 | 0.1 | 0.5 | -0.6 | -7.8 | -3.1 | 0.0 | 0.4 | O=C(O)CC/C(=N\NC(=O)c1ccc(F)cc1)c1ccc(Br)cc1

Compound activity from PubChem BioAssay.
